XBP1 UPR activ = adaptive UPR (XBP1) activation. 0.33% of 330,000 active. CHO-XBP1 luciferase reporter, IRE1-XBP1 UPR activation, luminescence; percent of tunicamycin response, DMSO as zero. AID 463104. activation, % at 20 µM;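 active means versus positive control, 20 µM dose yields 30% or more activation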;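 further: 100% = tunicamycin at 10 µg/mL and 0% = DMSO only wells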
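assay system = CHO-XBP1 luciferase reporter cells | amount = 1000 cells/well | buffer or medium = F12 plus 10% FBS | compound dosing = single point, 20 µM final compound, 1% DMSO | incubation = 16-18 h cell attachment at 37 °C, then 6 h compound exposure | detection = Steady-Glo luminescence read | controls = tunicamycin 10 µg/mL and vehicle-only wells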
697 NFkB inh = inhibitors of the PMA/ionomycin-induced NF-kB reporter in 697 B cells; inhibition, % at 4 µM; 697 B-cell NF-kB luciferase reporter, 16 h; 0.33% of 330,000 active; in the data active means inhibition above about 35%
Jurkat NFkB inh = lowers PMA/ionomycin-induced NF-kB signal in Jurkat cells | PMA/ionomycin-induced NF-kB luciferase reporter, luminescence | inhibition, % at 4 µM | 0.53% of 330,000 active | AID 435003; in the data active means inhibition above about 50%
APJ ag = APJ receptor agonism. 0.11% of 330,000 active. CHO-K1 APJ PathHunter beta-arrestin, luminescence; 0% DMSO wells, 100% apelin. activation, % at 20 µM. P35414. AID 2520;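 active means activation more than six SD over the plate average, tested at 20 µM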;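 further: 0% = DMSO alone and 100% = apelin-13 at 10 nM; some results filed as inactive read as strong as hits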
Target sequence (P35414 whole entry, looked up): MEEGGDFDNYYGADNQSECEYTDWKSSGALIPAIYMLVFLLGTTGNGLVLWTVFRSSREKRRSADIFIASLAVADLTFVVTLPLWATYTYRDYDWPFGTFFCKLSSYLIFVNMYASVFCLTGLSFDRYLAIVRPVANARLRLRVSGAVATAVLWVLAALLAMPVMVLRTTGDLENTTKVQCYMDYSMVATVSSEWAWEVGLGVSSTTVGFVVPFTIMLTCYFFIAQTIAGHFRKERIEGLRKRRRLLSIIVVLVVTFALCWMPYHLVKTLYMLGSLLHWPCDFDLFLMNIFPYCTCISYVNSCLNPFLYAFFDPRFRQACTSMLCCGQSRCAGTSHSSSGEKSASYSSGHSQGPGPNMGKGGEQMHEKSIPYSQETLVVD
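Test system: CHO-K1 APJ beta-arrestin complementation cell line | Compound: Single test compound dose, 20 µM final, 1% DMSO | Incubation: Compound 90 min 25 °C, reagent 1 h | Measured by: beta-gal luminescence | Read-out basis: APJ–arrestin association signal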
Mdm2 MdmX PPI = human Mdm2/MdmX binding inhibition; SaOS-2 split-luciferase Mdm2/MdmX complementation, luminescence; inhibition, % at 8 µM; 3% of 330,000 active;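 active means inhibition of at least 50% at 8 µM in the primary screen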
tim23-1 inh = inhibits growth of tim23-1 mutant yeast; AID 463212; 1.3% of 330,000 active; S. cerevisiae tim23-1 growth, BacTiter-Glo luminescence, 24 h; inhibition, % at 20 µM;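 active means growth inhibition of the mutant yeast at or above 50%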;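 further: temperature-sensitive mutant grown at 25 °C; plate controls were DMSO-treated mutant yeast for no effect and medium wells lacking yeast for full effect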
APJ antag = blocks the human apelin receptor APJ; P35414; CHO-K1 APJ beta-arrestin complementation, luminescence; inhibition, % at 20 µM; 0.32% of 330,000 active; AID 2521;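 active means inhibition above about 40% at 20 µM, limit read from the data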;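 further: cells challenged with 10 nM apelin-13 agonist together with compound; plate controls were apelin-13 plus DMSO wells for no effect and DMSO wells lacking apelin-13 for full effect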
UPR CHOP act = apoptotic UPR (CHOP) activation; CHO-CHOP luciferase reporter, luminescence; percent of tunicamycin response over DMSO baseline; 0.34% of 330,000 active; activation, % at 10 µM;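 active means at 10 µM dose, activation of 40% or more, normalized to positive control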;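 further: 100% = tunicamycin at 10 µg/mL and 0% = DMSO alone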
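Dosing – one dose, 10 µM in 0.5% DMSO · System – CHO-CHOP cells, stable luciferase reporter of PERK-eIF2a-CHOP signalling · Input – 500 cells/well · Control set – tunicamycin 10 µg/mL final as positive, DMSO-only wells as negative · Timing – 6 h compound treatment, 37 °C · Measure – % activation vs tunicamycin · Technique – luminescence read with Steady-Glo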
An asterisk follows results filed as active. Rows are unselected; about 5% have a hit in one of these screens.

For CC(C)/C=C1\CC/C(=C\c2cccnc2)C1=O the results were XBP1 UPR activ 1, 697 NFkB inh -7, Jurkat NFkB inh 8, APJ ag -2, Mdm2 MdmX PPI -20, tim23-1 inh 41, APJ antag -9 and UPR CHOP act 3.9.
`COc1cc(/C=N/Nc2nc(=O)[nH]nc2C)cc([N+](=O)[O-])c1O` gave XBP1 UPR activ -1, 697 NFkB inh 8, Jurkat NFkB inh -6, APJ ag -5, Mdm2 MdmX PPI -18, tim23-1 inh 7, APJ antag 24 and UPR CHOP act 4.1.
`Cc1ccc(S(=O)(=O)N(Cc2cccc(C)c2)C(=O)N2CCN(C)CC2)cc1` gave XBP1 UPR activ -3, 697 NFkB inh 4, Jurkat NFkB inh 21, APJ ag -1, Mdm2 MdmX PPI 17, tim23-1 inh 5, APJ antag 25 and UPR CHOP act 0.9.
For COc1ccc(C(=O)CN2C(=O)NC3(CCCc4ccccc43)C2=O)c(OC)c1 (configuration not stated) the results were XBP1 UPR activ -2, 697 NFkB inh 20, Jurkat NFkB inh -17, APJ ag 1, Mdm2 MdmX PPI 12, tim23-1 inh 1, APJ antag -33 and UPR CHOP act -1.1.
Cc1cccn2cc(CNC(=O)c3ccc(Br)o3)nc12 was read as XBP1 UPR activ -2, 697 NFkB inh 3, Jurkat NFkB inh 6, APJ ag -4, Mdm2 MdmX PPI 11, tim23-1 inh -2, APJ antag -4 and UPR CHOP act -0.9.
Screening O=C(CCc1ccccc1)N1CCN(CCO)CC1 returned XBP1 UPR activ 2, 697 NFkB inh 7, Jurkat NFkB inh -5, APJ ag -3, Mdm2 MdmX PPI 8, tim23-1 inh -11, APJ antag -5 and UPR CHOP act -2.1.
For Cc1cc(C(=O)Nc2ccccc2)oc1C the results were XBP1 UPR activ -1, 697 NFkB inh -86, Jurkat NFkB inh -80, APJ ag -3, Mdm2 MdmX PPI -61, tim23-1 inh 6, APJ antag 12 and UPR CHOP act 4.9.
For CCN(CC)S(=O)(=O)c1cccc(-c2nnc(SCC(=O)c3cc(C)n(C)c3C)o2)c1 the results were XBP1 UPR activ 2, 697 NFkB inh 0, Jurkat NFkB inh 6, APJ ag -2, Mdm2 MdmX PPI 1, tim23-1 inh -19, APJ antag 7 and UPR CHOP act 2.4.
For CC(C)CCN1C(N(C)C)=NC[C@@H]1C the results were XBP1 UPR activ -1, 697 NFkB inh -7, Jurkat NFkB inh -2, APJ ag 6, Mdm2 MdmX PPI 3, tim23-1 inh 10, APJ antag -3 and UPR CHOP act 0.6.
For CC(C)c1csc(CN2CCC(n3nccc3NC(=O)Cc3ccccc3)CC2)n1 the results were XBP1 UPR activ -7, 697 NFkB inh -6, Jurkat NFkB inh -2, APJ ag -1, Mdm2 MdmX PPI 13, tim23-1 inh -22, APJ antag -12 and UPR CHOP act 0.9.
S=C(Nc1ccc(Cl)cc1)N(CCCN1CCOCC1)Cc1cccs1 was read as XBP1 UPR activ -2, 697 NFkB inh 2, Jurkat NFkB inh -16, APJ ag -1, Mdm2 MdmX PPI 12, tim23-1 inh 17, APJ antag -24 and UPR CHOP act -0.2.
Screening COc1ccc(NC(=S)Nc2cccc3ccccc23)cc1OC returned XBP1 UPR activ -1, 697 NFkB inh -37, Jurkat NFkB inh -5, APJ ag 30, Mdm2 MdmX PPI 15, tim23-1 inh 23, APJ antag -128 and UPR CHOP act 1.8.
For O=C(COc1ccc(Cl)cc1)N1CCN(C(=O)c2cccc(F)c2)CC1 the results were XBP1 UPR activ -4, 697 NFkB inh 2, Jurkat NFkB inh -7, APJ ag -1, Mdm2 MdmX PPI 8, tim23-1 inh 5, APJ antag 1 and UPR CHOP act -0.2.
Screening CN1CCN(C(=O)c2ccccc2NC(=O)CCN2C(=O)c3ccccc3C2=O)CC1 returned XBP1 UPR activ -3, 697 NFkB inh -9, Jurkat NFkB inh 3, APJ ag -4, Mdm2 MdmX PPI -21, tim23-1 inh -4, APJ antag 12 and UPR CHOP act -2.6.
`CC(C)CC(=O)c1c[nH]c(C(=O)NCc2cccnc2)c1` gave XBP1 UPR activ -1, 697 NFkB inh -6, Jurkat NFkB inh -27, APJ ag 5, Mdm2 MdmX PPI -5, tim23-1 inh 24, APJ antag 9 and UPR CHOP act -1.1.
Cc1ccc(Nc2nc(Nc3ccc(C)cc3)nc(SC3=NCCS3)n2)cc1 was read as XBP1 UPR activ 3, 697 NFkB inh 10, Jurkat NFkB inh 3, APJ ag -1, Mdm2 MdmX PPI 43, tim23-1 inh 42, APJ antag 22 and UPR CHOP act 4.8.
Screening COCCNC(C(=O)Nc1ccc(C)cc1[N+](=O)[O-])c1ccccc1 (configuration not stated) returned XBP1 UPR activ 2, 697 NFkB inh -44, Jurkat NFkB inh -46, APJ ag 1, Mdm2 MdmX PPI -11, tim23-1 inh 31, APJ antag -16 and UPR CHOP act 4.6.
Cc1ccc(C)c(OCC(=O)Nc2ccccc2C(=O)N2CCOCC2)c1 was read as XBP1 UPR activ -3, 697 NFkB inh 6, Jurkat NFkB inh 8, APJ ag 3, Mdm2 MdmX PPI 21, tim23-1 inh 14, APJ antag 14 and UPR CHOP act -3.4.
For CCS(=O)(=O)c1ccc(OC)c(N=Nc2ccc(O)c3ncccc23)c1 the results were XBP1 UPR activ 0, 697 NFkB inh -20, Jurkat NFkB inh 6, APJ ag -8, Mdm2 MdmX PPI 71*, tim23-1 inh 20, APJ antag 22 and UPR CHOP act -0.6.
Cn1ccc(C(=O)N/N=C/c2ccncc2)n1 was read as XBP1 UPR activ -7, 697 NFkB inh 5, Jurkat NFkB inh -3, APJ ag 3, Mdm2 MdmX PPI 33, tim23-1 inh -15, APJ antag 10 and UPR CHOP act 0.9.

Entries from the list above that contain a Cl atom, in the order listed:
S=C(Nc1ccc(Cl)cc1)N(CCCN1CCOCC1)Cc1cccs1 was read as XBP1 UPR activ -2, 697 NFkB inh 2, Jurkat NFkB inh -16, APJ ag -1, Mdm2 MdmX PPI 12, tim23-1 inh 17, APJ antag -24 and UPR CHOP act -0.2.
For O=C(COc1ccc(Cl)cc1)N1CCN(C(=O)c2cccc(F)c2)CC1 the results were XBP1 UPR activ -4, 697 NFkB inh 2, Jurkat NFkB inh -7, APJ ag -1, Mdm2 MdmX PPI 8, tim23-1 inh 5, APJ antag 1 and UPR CHOP act -0.2.

Other structures follow:
CC(C)(C)OC(=O)NCCNC(=O)c1cccs1 was read as XBP1 UPR activ 0, 697 NFkB inh 13, Jurkat NFkB inh 7, APJ ag -3, Mdm2 MdmX PPI -3, tim23-1 inh 1, APJ antag 6 and UPR CHOP act 3.8.
For CCOC(=O)N1CCC(N2CCN(S(=O)(=O)CC)CC2)CC1 the results were XBP1 UPR activ -3, 697 NFkB inh -11, Jurkat NFkB inh 13, APJ ag -1, Mdm2 MdmX PPI -3, tim23-1 inh 0, APJ antag 13 and UPR CHOP act -2.3.
Screening CN(C(=O)c1cccs1)c1ccc(OCC(=O)Nc2ccc(C(=O)O)cc2)cc1 returned XBP1 UPR activ 0, 697 NFkB inh -6, Jurkat NFkB inh -1, APJ ag -4, Mdm2 MdmX PPI 13, tim23-1 inh -5, APJ antag 6 and UPR CHOP act -1.3.
Screening O=C1c2ccccc2NC(c2ccc(O)cc2)N1c1ccccc1 (configuration not stated) returned XBP1 UPR activ 4, 697 NFkB inh -24, Jurkat NFkB inh -21, APJ ag -4, Mdm2 MdmX PPI -5, tim23-1 inh 10, APJ antag 0 and UPR CHOP act -2.0.
NC(=O)CC(NC(=O)c1ccccc1)c1ccc(NCCc2ccc(F)cc2)c([N+](=O)[O-])c1 (configuration not stated) was read as XBP1 UPR activ 0, 697 NFkB inh -3, Jurkat NFkB inh 13, APJ ag -1, Mdm2 MdmX PPI 3, tim23-1 inh -3, APJ antag 17 and UPR CHOP act 0.7.
`CN1CCC(OC(=O)c2ccccc2)CC1` gave XBP1 UPR activ -3, 697 NFkB inh -5, Jurkat NFkB inh -9, APJ ag -2, Mdm2 MdmX PPI -1, tim23-1 inh 9, APJ antag -10 and UPR CHOP act -0.4.
Screening Cc1cc(C(=O)Nc2sc(C)c(-c3ccc(F)cc3)c2C(N)=O)no1 returned XBP1 UPR activ 7, 697 NFkB inh -294, Jurkat NFkB inh -192, APJ ag 1, Mdm2 MdmX PPI -48, tim23-1 inh 2, APJ antag 1 and UPR CHOP act 3.2.
`COc1ccc(NC(=O)c2sc3nc(C)nc(N4CCOCC4)c3c2C)c(OC)c1` gave XBP1 UPR activ -1, 697 NFkB inh 20, Jurkat NFkB inh -5, APJ ag -2, Mdm2 MdmX PPI 8, tim23-1 inh -51, APJ antag -18 and UPR CHOP act -2.0.
`O=C(NCc1ccccc1)C(c1ccc(F)cc1)N(C(=O)c1csnn1)C1CC1` (configuration not stated) gave XBP1 UPR activ -2, 697 NFkB inh 7, Jurkat NFkB inh 22, APJ ag -2, Mdm2 MdmX PPI 9, tim23-1 inh 8, APJ antag 23 and UPR CHOP act 1.8.
`COC(=O)C1=C(C)NC(=O)/C1=C\c1ccc2c(c1)OCO2` gave XBP1 UPR activ 1, 697 NFkB inh 19, Jurkat NFkB inh -9, APJ ag -3, Mdm2 MdmX PPI 18, tim23-1 inh 31, APJ antag 12 and UPR CHOP act -1.1.
For CC(C)C[C@H]1COCCS(=O)(=O)N1Cc1ccc(Cl)c(Cl)c1 the results were XBP1 UPR activ 2, 697 NFkB inh 17, Jurkat NFkB inh 22, APJ ag 1, Mdm2 MdmX PPI 18, tim23-1 inh 26, APJ antag -61 and UPR CHOP act 0.6.
Screening Cc1nc(C)n(C(C)CC(=O)O)n1 (configuration not stated) returned XBP1 UPR activ 1, 697 NFkB inh 16, Jurkat NFkB inh 7, APJ ag -4, Mdm2 MdmX PPI -22, tim23-1 inh 2, APJ antag -24 and UPR CHOP act -1.4.
Screening CCOC(=O)Cc1csc(NC(=O)CSc2nnc(C3CC3)n2C)n1 returned XBP1 UPR activ -2, 697 NFkB inh 10, Jurkat NFkB inh -1, APJ ag 0, Mdm2 MdmX PPI -15, tim23-1 inh 5, APJ antag -5 and UPR CHOP act -1.6.
Screening C#CCOCCOCCOCCNc1nc(N2CCN(C(=O)CCCCCCCCCCNC(=O)Cn3cc(CCCCCN)nn3)CC2)nc(N2CCN(C(=O)CCCCCCCCCCNC(=O)[C@H](CO)n3cc(CCCCCN)nn3)CC2)n1 returned XBP1 UPR activ 4, 697 NFkB inh -17, Jurkat NFkB inh -2, APJ ag 4, Mdm2 MdmX PPI 27, tim23-1 inh 53*, APJ antag 21 and UPR CHOP act -0.6.
For COc1ccccc1NS(=O)(=O)c1ccc(C(=O)N2CCCC(C)C2)cc1 (configuration not stated) the results were XBP1 UPR activ -3, 697 NFkB inh -11, Jurkat NFkB inh -6, APJ ag 3, Mdm2 MdmX PPI 0, tim23-1 inh 16, APJ antag 28 and UPR CHOP act 2.1.
For Nc1ccccc1C(=O)NC1CCCCNC1=O (configuration not stated) the results were XBP1 UPR activ -1, 697 NFkB inh -4, Jurkat NFkB inh -6, APJ ag -2, Mdm2 MdmX PPI 4, tim23-1 inh 5, APJ antag 13 and UPR CHOP act 0.6.
For COCCNC(=O)c1ccc(-n2c(SCc3ccncc3)nc3ccccc3c2=O)cc1 the results were XBP1 UPR activ -1, 697 NFkB inh 14, Jurkat NFkB inh 3, APJ ag -5, Mdm2 MdmX PPI -35, tim23-1 inh 14, APJ antag -11 and UPR CHOP act -1.7.
